FXIIa single: inhibitors of human coagulation factor XIIa. hit rate 0.2% among 33,000. P00748. purified human FXIIa, AMC substrate fluorescence, 2 h. AID 701. inhibition, % at 10 µM; in the data active = inhibition above about 30%;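 note: 0% = enzyme with vehicle only and 100% = no enzyme blank; many of its hits are not listed in these tables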
FXIa inh: blocks human coagulation factor XIa activity; P03951; purified human FXIa, fluorogenic AMC substrate cleavage; inhibition, % at 10 µM; hit rate 0.3% among 33,000;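 active = inhibition above 40% in the primary screen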;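 note: 0% = enzyme without compound and 100% = blank wells lacking enzyme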
Target sequence (P03951 19-387 limits assumed): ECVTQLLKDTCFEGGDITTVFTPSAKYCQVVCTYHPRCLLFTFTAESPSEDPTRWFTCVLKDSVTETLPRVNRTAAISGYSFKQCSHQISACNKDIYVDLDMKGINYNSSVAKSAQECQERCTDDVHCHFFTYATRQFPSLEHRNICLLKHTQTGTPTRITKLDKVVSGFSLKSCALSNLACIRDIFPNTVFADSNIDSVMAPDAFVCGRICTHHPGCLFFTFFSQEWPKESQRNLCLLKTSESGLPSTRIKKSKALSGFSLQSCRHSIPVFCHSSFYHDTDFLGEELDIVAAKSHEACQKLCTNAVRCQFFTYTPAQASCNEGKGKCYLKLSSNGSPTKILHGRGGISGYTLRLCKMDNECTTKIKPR
Target sequence (P03951 388-625 limits assumed): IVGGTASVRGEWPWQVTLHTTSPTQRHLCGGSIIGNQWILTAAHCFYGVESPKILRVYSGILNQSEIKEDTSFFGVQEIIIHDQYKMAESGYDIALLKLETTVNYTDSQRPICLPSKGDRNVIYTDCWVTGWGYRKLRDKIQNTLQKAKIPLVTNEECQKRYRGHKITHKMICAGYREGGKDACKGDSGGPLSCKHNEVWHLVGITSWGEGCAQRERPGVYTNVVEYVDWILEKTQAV
The depositor's hits bear a star.

SMILES	FXIIa single	FXIa inh
CN(c1ccc(C(=O)N2CCc3ccccc3C2)cc1)S(C)(=O)=O	1	0
CCc1c(C)nc2cc(C)[nH]n2c1=O	2	3
COCC(=O)Nc1nc(-c2ccc(C)cc2)c(C)s1	4	-7
Cc1cc(C)cc(-n2c(SCC(=O)NCc3ccco3)nc3ccccc3c2=O)c1	13	4
CN(C)S(=O)(=O)c1ccc2c(c1)C(CC(=O)O)NC2=O (stereo not drawn)	4	1
O=C(Nc1ccccc1)N(C1=NCCCCS1)c1ccccc1	-12	-1
COc1ccccc1NC(=O)C(C)NS(=O)(=O)c1ccccc1 (stereo not drawn)	16	-3
Cn1c(=O)n(C)c2cc(S(=O)(=O)Nc3ccccc3O)ccc21	10	-6
CCOc1cc(/C=N/NC(=O)Cn2nc([N+](=O)[O-])cc2C)ccc1OCc1ccc(F)cc1	5	-10
Cc1ccc(-c2n[nH]c(=O)c3ccccc23)cc1S(=O)(=O)N(C)CCO	-13	18
CN(C(=O)C(Cl)Cl)c1ccc(OC(=O)c2ccco2)cc1	5	12
CCC(CC)c1nnc(NC(=O)c2cccc(S(=O)(=O)N3CCc4ccccc43)c2)s1	-17	37
COc1ccc(CCNC(=O)CSc2nnc(CNC(=O)c3ccccc3F)o2)cc1OC	-2	2
Cc1cc(C)c(C)c(Cn2c(CO)nc3ccccc32)c1C	3	4
Cc1cccc(NC(c2ccc(O)cc2)c2ccc3ccc(C)nc3c2O)n1 (stereo not drawn)	-1	-6
COC(=O)c1ccc(C(=O)OCCCc2nc3ccc(N)cc3[nH]2)cc1	4	2
CCOC(=O)c1csc(NC(=O)c2ccc(S(=O)(=O)N(C)C)cc2)n1	7	-1
COC(=O)c1cc(-c2c(C)nn(-c3ccccc3)c2C)n[nH]1	6	-5
Cc1c(-c2ccc(F)cc2)nc(N)c(C#N)c1-c1cccs1	1	-1
CCN(CC)C(=O)N1c2ccccc2C=Cc2ccccc21	0	-4
O=C(NC(C(=O)c1ccccc1)n1c(=O)cc[nH]c1=S)c1ccccc1 (stereo not drawn)	4	48*
Cc1cccc(NC(=S)NCc2cccs2)c1C	5	-7
CS(=O)(=O)N(CC(=O)N1CCOCC1)Cc1ccccc1	1	6
CC(C)(C)N1C(=O)Cc2c1nc(N)c1c(N)nc(N3CCCCC3CO)c(C#N)c21 (stereo not drawn)	5	8
O=C(NC1CCCCC1)N1CCC(n2cnc3ccccc32)CC1	5	-5

Whole records from above. Values in the order: FXIIa single | FXIa inh
`COC(=O)c1cc(-c2c(C)nn(-c3ccccc3)c2C)n[nH]1` is listed as 6 | -5
`COC(=O)c1ccc(C(=O)OCCCc2nc3ccc(N)cc3[nH]2)cc1` is listed as 4 | 2

Returning to the listing with the two entries that preceded the break.
SMILES	FXIIa single	FXIa inh
CC(C)(C)N1C(=O)Cc2c1nc(N)c1c(N)nc(N3CCCCC3CO)c(C#N)c21 (stereo not drawn)	5	8
O=C(NC1CCCCC1)N1CCC(n2cnc3ccccc32)CC1	5	-5
Cc1ccc(/C=N/NC(=O)c2c[nH]c3ccccc23)o1	9	-8
CCOC(=O)C1CCCN(C(=O)Cc2c(F)cccc2Cl)C1 (stereo not drawn)	4	-3
COc1ccc(S(=O)(=O)N/N=C\c2ccc(OC)c(COc3ccc(C)cc3[N+](=O)[O-])c2)cc1	-11	-4
COc1ccc(OC)c(/C(O)=C/C(=O)C(=O)Nc2cc(C)cc(C)c2)c1	7	-3
Cc1cc(C)c2nc(SCCc3ccccc3)nc(C)c2c1	2	7
COc1ccc(OC)c(C2Nc3nc4ccccc4n3C(C)=C2C(=O)Nc2ccc(C)cc2C)c1 (stereo not drawn)	-6	0
COc1ccc(CNC(=O)CSc2nnc(Cn3nnc4ccccc43)n2C)cc1	11	5
CSC1=C(C#N)C(c2ccccc2Cl)C(C(C)=O)=C(C)N1 (stereo not drawn)	6	3
CC(Oc1ccccc1)C(=O)Nc1cccc(F)c1 (stereo not drawn)	6	-1
CC1CCCN(CCC(=O)Nc2ccc3c(c2)CCC3)C1 (stereo not drawn)	0	-4
Cc1sc2nc(SCC(=O)NCCO)n(C)c(=O)c2c1C	5	1
O=C(Nc1ccc(N2CCCCC2)cc1)c1ccc2c(c1)OCCO2	-5	2
COC(=O)c1ccc(OC(=O)C2CC(=O)N(c3cccc(C)c3)C2)cc1 (stereo not drawn)	6	6
COC(=O)C(NC=O)C(O)(Cc1ccccc1)C(F)(F)F (stereo not drawn)	1	-2
Cc1ccc(S(=O)(=O)N2CCN(C(=O)N(C)C)CC2)cc1C	7	6
Cc1nnc(SCCn2c(N(C)Cc3ccccc3)nc3c2c(=O)n(C)c(=O)n3C)s1	3	2
O=C(CNCC1CCCO1)Nc1ccccc1N1CCCCCC1 (stereo not drawn)	4	-7
CC(NC(=O)c1ccc(NS(C)(=O)=O)cc1)c1ccccc1 (stereo not drawn)	3	-1
CN(C)CCOC(=O)Cc1ccc(Cl)cc1	9	9
Cc1ccc2[nH]c(=O)c(CN(CC3CCCO3)C(=O)c3ccco3)cc2c1 (stereo not drawn)	6	0
CCn1c(Cc2ccccc2)nnc1SCC(=O)Nc1ccc(N)cc1	8	3
COc1ccc(N2CCN(C(=O)CSc3nc4cc(OC)c(OC)cc4cc3C#N)CC2)cc1	0	-2
COc1ccc(OCCNC(=O)c2ccccc2OCC(=O)N2CCCCC2)cc1	3	0
Cc1c(NC(=O)CCC(=O)N2CCOCC2)c(=O)n(-c2ccccc2)n1C	5	3
Nc1c(Cl)cc(Cl)cc1C(=O)OCC(=O)NC1CC1	-17	-9

Remaining list, next part:
SMILES	FXIIa single	FXIa inh
CCOC(=O)C(CC)(CCC(=O)O)c1csc(N)n1 (stereo not drawn)	6	-6
O=C(CCN1CCN(c2ccccc2)CC1)Nc1ccc(Cl)cc1	2	2
Cc1cccc(-n2c(SCC(=O)NC3CCCC3)nnc2-c2ccoc2C)c1	6	5
CCOC1(OCC)N=C(N)C2(C#N)C(c3cccc(C)c3)C12C#N (stereo not drawn)	10	-3
COc1ccccc1N1CCN(CCC(=O)Nc2ccc3c(c2)OCO3)CC1	-12	-12
NS(=O)(=O)c1cc(C(=O)OCC(=O)NC2CC2)ccc1Cl	2	-2
CCCCN1C2=NCCCN2c2ccccc21	6	-10
Cc1ccc(C(=O)CSc2nnnn2C(C)C)c(C)c1	5	9
CC1N(O)C(C)(C)C(c2ccccc2)=[N+]1[O-] (stereo not drawn)	8	2
CCOC(=O)c1nnn(-c2nc(OC)nc(N(C)C)n2)c1-c1ccccc1	7	-7
Cc1cc(C)cc(OCC(=O)Nc2ccc(F)cc2)c1	7	5
O=C1C=C(NCCNc2c(F)c(F)c(CO)c(F)c2F)CCC1	3	-9
COc1ccc(-c2cn3ccc4ccccc4c3n2)cc1	1	-5
COCCNC(=O)COc1ccc(Br)cc1Cl	5	10
O=C(Nc1ccc(Cl)cc1C(=O)NCCN1CCOCC1)c1ccc(Cl)cc1Cl	6	9
O=C1CCC(=O)N1OCCOc1ccc2c(c1)CCC2	2	1
COc1cc(NC(=O)c2cc(-n3cnnc3)ccc2Cl)cc(OC)c1	5	2
CCCC(=O)Nc1ccc(Cl)c(NC(=O)c2cccnc2)c1	-13	-12
CSc1nnc2c3ccccc3n(Cc3ccccc3)c2n1	8	-5
Cc1ccc(O)c(C2=NCCNC(C(F)(F)F)=C2)c1	7	3
C=CCn1c(COc2cccc3ccc(C)nc23)nnc1SCC(=O)OC	7	2
COC(=O)c1sccc1NC(=O)c1cc(OC)c(OC)c(OC)c1	5	9
CC(NC(=O)C(NC(=O)C1CCCN1C(=O)OC(C)(C)C)C(C)C)C(N)=O (stereo not drawn)	0	-3
O=C(Oc1ccc(Br)cc1C(=S)N1CCCCC1)c1cc([N+](=O)[O-])cc([N+](=O)[O-])c1	-1	-2
CCNC(=S)N1CCC(NC(=O)C2CCCCC2)CC1	3	6

Next part:
SMILES	FXIIa single	FXIa inh
O=C(O)CSc1nnnn1-c1ccccc1	1	1
CO/N=C/C(=N\Nc1ccc(OC)cc1)C(=O)c1ccc(OC)cc1	6	-4
N=c1c2c(-c3ccccc3)c(-c3ccccc3)n(Cc3ccccc3)c2ncn1CCCO	3	5
COC(=O)C1=NN(C(=O)c2ccccc2)C(C)(O)C1 (stereo not drawn)	-12	18
CC(N=Cc1nc(-c2ccccc2)oc1O)c1ccccc1 (stereo not drawn)	0	2
O=C1CCC(=O)N1CCc1c[nH]c2ccccc12	12	3
CSc1ccc(C2C(C#N)=C(N)Oc3cc4c(cc32)OCO4)cc1 (stereo not drawn)	7	0
COC(=O)c1ccc(NC(=O)CN(c2ccc(C)cc2)S(=O)(=O)c2c(C)nn(C)c2C)cc1	12	-1
Cc1cccc(OCCCC(=O)Nc2ccc(N3CCOCC3)cc2)c1	8	-3
NC(=O)NC(=O)CSc1nnc(-c2ccco2)n1Cc1ccccc1	-1	-6
CCOC(=O)C1=C(CC)Nc2ccccc2N=C1NC(=O)c1cc(S(=O)(=O)N(C)C)ccc1Cl	3	3
CC(Sc1ccc(Cl)cc1)C(=O)NCC1CCCO1 (stereo not drawn)	-1	-2
CCOCCCN(Cc1ccco1)C(=O)c1cc2c(=O)[nH]c3ccc(C)cc3c2s1	5	4
O=C(Oc1ccccc1C(=S)N1CCCCC1)c1cc([N+](=O)[O-])cc([N+](=O)[O-])c1	-8	32
COc1ccc(-n2c3c(cc(C(=O)N4CCCCC4)c2=O)C(=O)CC(C)(C)C3)cc1	10	-1
Cc1nn(CC(O)CN2c3ccccc3Sc3ccccc32)c(C)c1Br (stereo not drawn)	3	-6
COC(=O)CN(c1nc(C)cc(OC)n1)S(=O)(=O)c1ccccc1	-11	4
OCCNc1nc2ccccc2[nH]1	7	1
CCC1CCCCN1C(=O)CSc1nc2ccsc2c(=O)n1Cc1ccccc1 (stereo not drawn)	2	-5
CCC(C)Cn1c(C)nc2ccccc21 (stereo not drawn)	2	-3
COc1ccc2nc(NC(=O)C3CCN(S(=O)(=O)c4cccs4)CC3)sc2c1	-14	21
COC(=O)c1cc2sccc2n1Cc1nc(-c2cccc(Cl)c2)oc1C	5	1
Cc1ccc(CSc2sc(C(=O)c3ccccc3)c(N)c2C#N)cc1	3	-4
COc1ccc(OC)c(Nc2ncnc3ccccc23)c1	9	-3
CCOC(=O)C1C(=O)OC(C)(C)C1C(C)C(=O)c1ccccc1 (stereo not drawn)	8	-14

(listing goes on)
SMILES	FXIIa single	FXIa inh
CC(C)(C)NC(=O)Cn1c(SCC(N)=O)nc2ccccc21	5	5
Cc1sc(NC(=O)CSc2nnc(CCNC(=O)c3cccs3)n2C)nc1-c1ccccc1	0	-4
Cc1cc(C)c(C)c(S(=O)(=O)N2CCN(Cc3nc4ccccc4[nH]3)CC2)c1C	6	-9
O=C(NCCO)NC(=S)c1ccccc1	4	-5
Cn1c(=O)[nH]c(=O)c2c1nc(CN1CCOCC1)n2CCc1ccccc1	3	0
COC(=O)c1ccccc1NC(=O)C1CCN(S(=O)(=O)c2cc(OC)ccc2OC)CC1	5	-10
CCCN1C(=O)N(C)C(N(O)C(=O)NC)C1(C)C (stereo not drawn)	0	-6
CCOC(=O)c1nnn(-c2nonc2N)c1CS(=O)(=O)c1ccccc1	-13	34
Cc1nnc(-n2ncc(C#N)c2N)c2nn(-c3cccc(Cl)c3)c(C)c12	5	5
O=C(CSc1nc2ccccc2o1)c1ccccc1	10	0
Cc1ccccc1NC(=O)CC1SC(=O)N(c2ccccc2)C1=O (stereo not drawn)	5	-8
CCc1ccccc1NC(=O)CSc1nnc(Cn2nnc3ccccc32)n1C	7	3
Nc1ncnc2c1ncn2[C@H]1C[C@H](O)[C@@H](COP(=O)(O)O)O1	-13	-13
Cc1ccccc1OCc1nc2ccc(S(=O)(=O)N3CCOCC3)cc2[nH]1	4	9
CC(c1cccs1)N(C(=O)Nc1ccccc1)C1CCCCC1 (stereo not drawn)	1	2
O=C(NCc1ccco1)Nc1ccc(Br)cc1Cl	4	-5
Cc1cc(N2CCN(C3CCCC3)CC2)n2ncc(-c3ccccc3)c2n1	-3	-9
CC1(C)Cc2c(sc(NC(=O)c3ccco3)c2C(=O)O)CO1	8	11
CN(C)CCCNc1oc(-c2ccc(Cl)cc2)nc1C#N	-22	29
COc1cc(S(=O)(=O)Nc2c(C)cc(C)cc2C)ccc1Cl	-5	22
Cc1ccccc1OCC(=O)OC1CCN(C)CC1	6	-3
O=C(CSc1nnc(-c2ccccn2)n1-c1ccc(Cl)cc1)Nc1ccc2c(c1)OCO2	10	-1
CC1CCCN(CC(O)CN)C1 (stereo not drawn)	5	0
Cc1c(C(=O)Nc2ccc3c(c2)OCCO3)sc2nc(-c3ccccc3)cn12	1	-3
CCOC(=O)c1c(CN2CCN(CCO)CC2)n(C)c2cc(Br)c(OC)cc12	-10	-1
CCN(CC)C(=O)CSc1nc2ccccc2c(=O)n1OC(C)C	5	-8
COC(=O)C1=C(N)N(c2ccccc2C(F)(F)F)C2=C(C(=O)CCC2)C1c1ccc2c(c1)OCO2 (stereo not drawn)	12	5
CC(C)CCn1c(Sc2nc3ccccc3s2)nc2c1c(=O)[nH]c(=O)n2C	9	6

4 entries from above, arranged by their value in FXIIa single, descending:
SMILES	FXIIa single	FXIa inh
Cc1cc(C)c(C)c(S(=O)(=O)N2CCN(Cc3nc4ccccc4[nH]3)CC2)c1C	6	-9
Cc1ccccc1OCc1nc2ccc(S(=O)(=O)N3CCOCC3)cc2[nH]1	4	9
CC(c1cccs1)N(C(=O)Nc1ccccc1)C1CCCCC1 (stereo not drawn)	1	2
CN(C)CCCNc1oc(-c2ccc(Cl)cc2)nc1C#N	-22	29

Structures listed above printed as active in FXIa inh:
SMILES	FXIIa single	FXIa inh
O=C(NC(C(=O)c1ccccc1)n1c(=O)cc[nH]c1=S)c1ccccc1 (stereo not drawn)	4	48*

An excerpt (hit frequency here may not be typical).
